Screens as filed in PubChem BioAssay.
14-3-3 Bad PPI – disrupts binding of bovine 14-3-3 zeta to phospho-Bad peptide. 0.71% of 220,000 active. inhibition, % at 21.7 µM. TR-FRET 14-3-3zeta/Dy647-pBad peptide displacement, 1 h. P63103;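 active means inhibition above about 70%, limit read from the data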;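 further: 0% = full 14-3-3 plus peptide FRET controls and 100% = background without 14-3-3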
Tb hexokinase – blocks Trypanosoma brucei hexokinase 1 activity. recombinant TbHK1, G6PDH-coupled NADH A340. inhibition, % at 10 µM. 0.11% of 220,000 active;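 active means inhibition of 50% or more in the single-dose primary screen; inactive means inhibition below 50%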
Rad51 HR inh – blocks human Rad51 in homologous recombination | Q06609 | inhibition, % at 10 µM | AID 1385 | hRad51 DNA strand exchange, fluorescence dequenching | 0.085% of 200,000 active;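 active means inhibition above 40% at the single screening dose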;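 further: 0% = DMSO control wells and 100% = blanks with heterologous ssDNA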
Target sequence (Q06609 whole entry, looked up): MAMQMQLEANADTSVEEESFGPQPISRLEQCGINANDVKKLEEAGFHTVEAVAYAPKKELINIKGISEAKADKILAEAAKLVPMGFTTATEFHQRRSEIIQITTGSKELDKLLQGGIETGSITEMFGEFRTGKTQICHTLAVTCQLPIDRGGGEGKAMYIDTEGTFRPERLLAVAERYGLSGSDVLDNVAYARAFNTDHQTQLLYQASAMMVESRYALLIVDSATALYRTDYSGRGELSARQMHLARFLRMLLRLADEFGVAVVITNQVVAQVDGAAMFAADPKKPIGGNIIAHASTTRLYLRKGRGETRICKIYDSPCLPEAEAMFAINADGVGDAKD
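Read-out basis: percent inhibition relative to plate controls and blanks / Assay system: human Rad51 nucleoprotein filaments preassembled on unlabelled ssDNA / Timing: filaments 15 min 37 °C, then compound 30 min / Control set: per-plate controls and blanks / Technique: fluorescence dequenching at 485/520 nm / Compound: 10 µM final, single point / Also added: Fluorescein- and BHQ1-tagged 47-mer duplex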
eIF4E 4G PPI – inhibitors of eIF4E and eIF4G interaction in translation initiation; P63073+Q04637; TR-FRET eIF4E-eIF4GI(517-606) binding, 2 h; inhibition, % at 21.7 µM; 0.37% of 220,000 active;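 active means inhibition above about 30%, limit read from the data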;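 further: 0% = full FRET control wells and 100% = background wells lacking eIF4GI fragment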
Calpain2 inh – calpain II (pig) inhibition | purified calpain II, fluorogenic peptide substrate, 30 min | inhibition, % at 16 µM | 0.37% of 220,000 active | AID 1236;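 active means inhibition above about 50%, limit read from the data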
EP2 antag – EP2 receptor (human) inhibition; C6 glioma cells expressing human EP2, cAMP TR-FRET; cells stimulated with saturating PGE2; inhibition, % at 25 µM; P43116; 0.52% of 260,000 active;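 active means percent inhibition above 40 after rounding to a whole number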;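 further: rat C6 glioma host cells with rolipram phosphodiesterase inhibitor present; the protocol text gives 20 µM as final concentration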
L929 necroptosis – L929 zVAD cell death inhibition | L929 zVAD necroptosis rescue, ATP luminescence, 24 h; with zVAD 60 µM | viability rescue, % at 10 µM | 0.38% of 220,000 active | AID 1377;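 active means activation, scaled between plate controls, above about 75%, limit read from the data; inactive means activation under that limit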;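 further: 0% = zVAD with DMSO and 100% = DMSO alone without zVAD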
EP2 modulator – modulators of human EP2 prostaglandin E2 receptor. P43116. EP2-expressing cells, cAMP HTRF FRET, PGE2 co-stimulation. induction, % at 25 µM. 0.83% of 260,000 active;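 active means compounds whose cAMP rise, as percent of the full-agonist control response, exceeds 60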;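 further: rat C6 glioma line stably carrying human EP2 under a CMV promoter; the protocol text gives 20 µM as final concentration; 100% = response of wells given 1 µM PGE2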
Hck Nef HTS – blocks Nef-activated human Hck kinase; Recombinant Hck-YEEI plus Nef, Z-Lyte FRET kinase assay; inhibition, % at 20 µM; 0.68% of 220,000 active; AID 463187;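 active means Hck-Nef kinase inhibition above about 50%, limit read from the data; inactive means inhibition below that limit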;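 further: 0% = DMSO with Hck plus Nef and 100% = Hck alone without Nef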
Target sequence (P08631 whole entry, looked up): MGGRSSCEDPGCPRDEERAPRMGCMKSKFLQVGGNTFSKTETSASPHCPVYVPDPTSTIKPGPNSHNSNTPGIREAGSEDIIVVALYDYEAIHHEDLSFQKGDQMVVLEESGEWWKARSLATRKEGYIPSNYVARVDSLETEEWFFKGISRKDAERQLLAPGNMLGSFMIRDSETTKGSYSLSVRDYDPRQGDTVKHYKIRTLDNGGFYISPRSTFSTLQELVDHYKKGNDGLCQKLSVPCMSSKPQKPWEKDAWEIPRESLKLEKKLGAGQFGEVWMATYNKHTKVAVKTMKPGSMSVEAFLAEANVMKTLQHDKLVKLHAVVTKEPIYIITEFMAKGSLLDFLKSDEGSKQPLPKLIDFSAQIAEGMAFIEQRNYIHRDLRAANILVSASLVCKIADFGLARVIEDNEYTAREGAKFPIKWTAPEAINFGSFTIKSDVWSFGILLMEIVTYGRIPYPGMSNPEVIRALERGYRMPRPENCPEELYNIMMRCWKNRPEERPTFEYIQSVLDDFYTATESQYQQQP
* hit, by the source's call; x = not tested or not shown; & = joins results of further samples; [ ] = remark or other dose. Some of the compounds tested, so the mix of outcomes need not match the whole.

SMILES	14-3-3 Bad PPI	Tb hexokinase	Rad51 HR inh	eIF4E 4G PPI	Calpain2 inh	EP2 antag	L929 necroptosis	EP2 modulator	Hck Nef HTS
COc1ccc(CCN(C)C(=O)CSc2nnnn2C)cc1OC	-11	-8	-9	-2	-14	1	12	17	26
COc1ccccc1C1CC(=O)NC(C)=C1C(=O)OCC1CCCO1 (stereo not drawn)	1[fluorescence artefact?]	3	1	1	4	9	-0.3	3	-2
CC(=O)NCCNC(=O)CCNC(=O)c1ccc(Cl)cc1	-2	-12	-2	3	15	9	0.9	-3	7
CCN(CC)CCCNC(=O)CCC(=O)Nc1ccc2nc(N3CCC(C)CC3)cc(C)c2c1	1	-11	1	1	-463	6	0.0	-4	88*
Cc1ccc(NC(=O)CSc2nnc(-c3ccncc3)n2C)cc1C	1	0	-10	3	14	7&7	1.2	31&-3	8
COc1ccc(-c2oc(NC(=O)CSc3nncn3C)c(C#N)c2-c2ccc(OC)cc2)cc1	10	-13	-7	-4	-26	7	0.0	-7	3
Cc1ccccc1NS(=O)(=O)c1ccc(Cl)cc1	-3	-5	3	-3	-17	10	0.3	34	20
CSCCC(NC(N)=O)C(=O)Nc1ccc(F)c(Cl)c1 (stereo not drawn)	-3	-2	1	0	-11	4	0.8	5	15
NNc1ccc(Cl)nn1	-4	-8	-2	1	-4	4	-0.1	0	-7
O=C(Nc1nnc(-c2cccc(F)c2)s1)Nc1ccccc1F	0	-8	x	0	-9	5	1.9	-39	20
CN(C)S(=O)(=O)c1ccc(C(=O)Nc2cccnc2)cc1	7	-4	5	4	8	10	-0.4	-8	2
Cc1nnc(SCc2cccc(Oc3ccccc3)c2)n1N	-4	0	10	0	12	2	-0.2	16	0
Nn1c(Cc2cccc3ccccc23)nnc1SCC(=O)NC1CCS(=O)(=O)C1 (stereo not drawn)	3	1	-1	7	-12	15	-0.5	-9	2
N/C(=N\O)c1ccc(Oc2ccccc2Cl)c([N+](=O)[O-])c1	-5	3	x	0	-4	12	0.6	-43	15
COCCN(CCOC)C(=O)C1CCCN(S(=O)(=O)c2ccc(NC(=O)OC)cc2)C1 (stereo not drawn)	64	-1	1	-3	-15	6	0.4	9	6
CCOC(=O)Cc1c(C)nc2cc(-c3ccc(C(C)(C)C)cc3)[nH]n2c1=O	-7	-6	2	7	-64	7	0.7	38	0
Brc1ccc(OCCOCCN2CCOCC2)cc1	6	-1	-2	10	-6	9	-0.2	0	1
C/C(=N\NC(=O)c1c(Br)c(C)nn1C)c1ccc(NC(=O)c2ccoc2C)cc1	19[fluorescence artefact?]	-7	14	-2[fluorescence artefact?]	13	11	0.6	-19	0
CCOC(=O)N1CCC(NC(=O)C2CCCCN2S(=O)(=O)c2ccc(F)cc2)CC1 (stereo not drawn)	3	-13	-7	1	6	12	0.6	-6	18
Cc1cc2cc(CN(Cc3ccc4c(c3)OCO4)C(=O)c3ccco3)c(=O)[nH]c2cc1C	5	-6	7	-9	-89	4	-0.1	-6	6
CCN(CC)CCC(c1cc(OC)c(OC)c(OC)c1)c1c(OC)cc(OC)c2c(-c3ccccc3)cc(=O)oc12 (stereo not drawn)	5	-4	9	-1	-20	21	0.9	3	25
COc1nc(-c2ccccc2Cl)ccc1C#N	-3	4	0	3	27	8	1.6	28	1
CCOC(=O)COc1nc(C)c(Br)c(OC)n1	13	-10	-1	1	-23	6	2.1	30	0
Cc1ccc(S(=O)(=O)CCSc2n[nH]c(=O)n2-c2ccccc2)cc1	-18	-2	5	-7	-15	10	4.0	-22	11
Cc1c(NC(=O)/C=C/C(=O)O)cccc1[N+](=O)[O-]	3	0	x	4	-12	5	0.5	-1	0
O=C(O)Cc1ccc(NC(=S)Nc2cccc(Cl)c2Cl)cc1	-9	30	-8	-1[fluorescence artefact?]	10	4	0.6	10	0
COC(=O)COc1cccc2c(=O)n(CC(=O)N3CCCCC3)ccc12	7	-15	8	-3	-16	6	0.3	13	20
COc1cc2c(cc1OC)-c1nnnn1C(C)(C)C2	0	-1	-3	1	-12	6	0.0	13	-1
CN(N)c1ccc2c(C(F)(F)F)cc(C(F)(F)F)nc2n1	-13	-5	5	4	16	7	2.5	20	-4
CCCNc1nc(C)cc(-c2cc(-c3ccc(Cl)cc3)on2)n1	-9	-9	-1	-10	-9	12	0.1	20	25
N#CC1=C(N)NC(SCC(=O)c2ccc(Cl)cc2)=C(C#N)C12CCCC2	-4	-13	13	-7	19	14	-0.3	-31	-20
CSc1nc2n(n1)C(c1cccc(F)c1)C(C(=O)Nc1ccc(C)cc1C)=C(C)N2 (stereo not drawn)	-8[fluorescence artefact?]	-2	-9	-5	6	4	0.1	14	0
CC1(C)Cc2cccc(OCC(=O)N3CCN(S(=O)(=O)c4ccccc4)CC3)c2O1	-12	-5	-1	-3	23	12	-0.6	23	0
CCCN(CCC)c1nc(N)c(C#N)c(CC#N)c1C#N	6	-19	-16	11	-30	18	0.6	11	0
COC(=O)c1sccc1N/N=C/c1cccc(Oc2ccccc2)c1	-2[fluorescence artefact?]	-12	-13	0	-3	7	0.4	46	6
COCCN1C(=O)C(=O)/C(=C(/O)c2ccc(OC(C)C)cc2)C1c1cccnc1 (stereo not drawn)	27	-27	0	-1	-5	10	0.5	46	0
CCOc1ccc(C2c3c(oc4ccccc4c3=O)C(=O)N2CCCN2CCOCC2)cc1 (stereo not drawn)	-2	-7	8	-3	21	18	0.1	14	2
S=C(Nc1ccccc1)Nc1ccccc1Br	-4	-9	17	-6	-13	8	0.4	29	18
Cc1c(C(=O)OCC(=O)Nc2ccc(S(N)(=O)=O)cc2)oc2c1ccc1ccccc12	3	5	x	5	-96	2	1.1	-18	13
COc1cccc(NC(=S)NNC(=O)CCn2cc([N+](=O)[O-])cn2)c1	-13	10	4	-1	16	6	-0.9	-17	16

3 of the entries above in order of the Hck Nef HTS value, smallest number first.
canonical_smiles	Hck Nef HTS
N#CC1=C(N)NC(SCC(=O)c2ccc(Cl)cc2)=C(C#N)C12CCCC2	-20
CN(C)S(=O)(=O)c1ccc(C(=O)Nc2cccnc2)cc1	2
O=C(Nc1nnc(-c2cccc(F)c2)s1)Nc1ccccc1F	20

Records listed above shown as hits in Hck Nef HTS:
Compound,14-3-3 Bad PPI,Tb hexokinase,Rad51 HR inh,eIF4E 4G PPI,Calpain2 inh,EP2 modulator,Hck Nef HTS
CCN(CC)CCCNC(=O)CCC(=O)Nc1ccc2nc(N3CCC(C)CC3)cc(C)c2c1,1,-11,1,1,-463,-4,88*

Following part
SMILES	14-3-3 Bad PPI	Tb hexokinase	Rad51 HR inh	eIF4E 4G PPI	Calpain2 inh	EP2 antag	L929 necroptosis	EP2 modulator	Hck Nef HTS
CCc1nc2sc3c(c2c(=O)o1)CCCC3	-2	2	x	1	-7	x	0.7	5	0
COc1ccccc1NC(=O)CCC(=O)Nc1ccccc1OC	7	-4	0	0	-28	4	0.3	13	-1
COc1ccc(/C=C/C(=O)NCC(=O)N/N=C/c2cc(Br)ccc2OC)cc1	5	-1	-8	-1	19	12	0.9	-24	1
COc1ccc(CN2CC(=O)N(c3ccc(C)cc3C)C2=S)cc1OC	5	13	3	-4	23	3	-0.1	-24	3
COc1ccc(CCNC(=O)CSc2cc(=O)[nH]c(N)n2)cc1OC	-10[fluorescence artefact?]	-4	-10	-3[fluorescence artefact?]	1	14&10	0.0	-2&4	1
Cc1nnc(SCC(=O)NNC(=O)COc2ccc(Cl)cc2)s1	-10	-8	5	-1	-8	6	1.9	7	26
CC(C)Sc1snnc1-c1ccccc1	-4	-1	3	-1	13	6	0.6	42	-4
CC(=O)Nc1nc(C2CC2)cc(-c2ccccc2)c1C#N	-7	-7	3	3	-74	17&11	1.6	3&43	18
COc1cccc(C(=O)N2C(C(=O)O)CSC2c2ccccc2Cl)c1 (stereo not drawn)	-8	-3	x	2	0	11	1.0	41	2
Cc1cccc(N2CCN(C(c3ccccc3)c3nnnn3C(C)(C)C)CC2)c1C (stereo not drawn)	-9	-4	x	0[fluorescence artefact?]	-7	x	-1.5	53	11
CCOC(=O)C1CCN(Cc2nc3ccc([N+](=O)[O-])cc3c(=O)n2-c2ccc(OC)cc2OC)CC1	-5	-18	10	-2	-29	9	-0.8	34	-6
COc1ccc(-c2n[nH]c(C)c2-c2cnn(-c3ccccc3)c2)c(O)c1	7[fluorescence artefact?]	-1	1	2	0	8	0.0	12	3
COc1ccc(NC(=S)Nc2cc(C)cc(C)n2)cc1OC	4	43	1	-3	-1	6	0.3	1	5
COC(=O)CN(C(=S)Nc1ccc(F)cc1)C1CC(=O)N(c2ccccc2)C1=O (stereo not drawn)	-1	-10	x	0	-7	3	1.4	-20	1
CSc1nc(Cl)c(Cc2ccc(OCC(C)C)cc2)c(N2CCOCC2)n1	0	1	x	5	5	2	1.5	7	0
CCC(=O)N(CCC1(c2ccccc2OC)CCOC(C(C)C)C1)Cc1ccco1 (stereo not drawn)	-8	-12	14	5	7	5	-0.1	26	7
O=C(c1ccco1)N1CCN(C(c2coc3ccc(Cl)cc3c2=O)c2nnnn2C2CCCC2)CC1 (stereo not drawn)	x	-7	-9	x	x	35	0.1	x	12
O=C(O)CCC(=O)Nc1nc2nc(-c3ccccc3)cc(-c3ccccc3)n2n1	17	-35	x	-4	-152	x	0.0	9	-1
COc1ccccc1/C=N/NC(=O)c1ccc(=O)n(C)c1	0[fluorescence artefact?]	-42	17	4	5	8	0.4	23	3
COc1ccc(/C=C/C(=O)NCCC(=O)N2CCCN(C)CC2)cc1	-7	-8	18	5	-18	7	4.1	27	22
CCCCN1CC(COc2ccccc2)OC1=O (stereo not drawn)	1	1	-1	-1	-23	6	-0.1	24	2
CCCSc1nnc(Cn2c(=O)sc3ccccc32)n1-c1ccccc1	0	-8	-3	3	21	7	-0.3	14	0
O=C(COc1ccc(S(=O)(=O)N2CCCC2)cc1Cl)N1CCN(c2ccccc2)CC1	4	-9	-10	-1	-13	0	-0.2	-16	12
Cc1cc(/N=C/C=C2\N(C)c3ccccc3C2(C)C)n(CCC#N)n1	-2	-17	1	2	8	6	0.4	4	0
C=CCNC(=O)c1onc(CSc2cccc(OCC)c2)c1C(=O)O	48[fluorescence artefact?]	3	-2	2[fluorescence artefact?]	7	10	0.4	12	0
CSc1nc(N)nc(SCC(=O)Nc2ccc(Cl)cc2)c1C#N	-2	1	6	3[fluorescence artefact?]	13	7	0.3	-19	1
NC(=O)CC1Nc2cccc3cccc(c23)NC1=O (stereo not drawn)	9	-17	-3	-1[fluorescence artefact?]	8	7	3.1	-7	3
O=C1NCCc2c1[nH]c1ccc([N+](=O)[O-])cc21	-4	-18	9	0	2	10	13	-18	29
Cc1cccc(N(CC(=O)N2CCOCC2)S(C)(=O)=O)c1C	-3	-3	-1	-5	-27	2	-0.1	13	-2
COc1cc2c(cc1OC)C(c1ccsc1)CC(=O)N2 (stereo not drawn)	0	3	5	6	12	14	0.2	15	-7

Retrieved one by one from the list above, 4 records:
SMILES	14-3-3 Bad PPI	Tb hexokinase	Rad51 HR inh	eIF4E 4G PPI	Calpain2 inh	EP2 antag	L929 necroptosis	EP2 modulator	Hck Nef HTS
CCCSc1nnc(Cn2c(=O)sc3ccccc32)n1-c1ccccc1	0	-8	-3	3	21	7	-0.3	14	0
C=CCNC(=O)c1onc(CSc2cccc(OCC)c2)c1C(=O)O	48[fluorescence artefact?]	3	-2	2[fluorescence artefact?]	7	10	0.4	12	0
CSc1nc(N)nc(SCC(=O)Nc2ccc(Cl)cc2)c1C#N	-2	1	6	3[fluorescence artefact?]	13	7	0.3	-19	1
Cc1cc(/N=C/C=C2\N(C)c3ccccc3C2(C)C)n(CCC#N)n1	-2	-17	1	2	8	6	0.4	4	0
